Keap1-Nrf2 PPI – Keap1-Nrf2 protein-protein interaction inhibitors, primary screen, biochemical, fluorescence polarization, single point; Kelch-like ECH-associated protein 1 (Homo sapiens), Q14145; Keap1 Kelch-Nrf2 peptide fluorescence polarization, 1536-well; inhibition, % at 9.4 µM; 340,000 compounds, 0.15% hits; AID 504523, 2011; in the data active = inhibition above about 12%;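 also: human Keap1 Kelch domain with fluorescein labeled Nrf2 9mer peptide probe; 0% = neutral control wells and 100% = peptide positive control; higher means more block of Keap1 binding to Nrf2 peptide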
Target sequence (Q14145 whole entry, looked up, the tested form may be a part): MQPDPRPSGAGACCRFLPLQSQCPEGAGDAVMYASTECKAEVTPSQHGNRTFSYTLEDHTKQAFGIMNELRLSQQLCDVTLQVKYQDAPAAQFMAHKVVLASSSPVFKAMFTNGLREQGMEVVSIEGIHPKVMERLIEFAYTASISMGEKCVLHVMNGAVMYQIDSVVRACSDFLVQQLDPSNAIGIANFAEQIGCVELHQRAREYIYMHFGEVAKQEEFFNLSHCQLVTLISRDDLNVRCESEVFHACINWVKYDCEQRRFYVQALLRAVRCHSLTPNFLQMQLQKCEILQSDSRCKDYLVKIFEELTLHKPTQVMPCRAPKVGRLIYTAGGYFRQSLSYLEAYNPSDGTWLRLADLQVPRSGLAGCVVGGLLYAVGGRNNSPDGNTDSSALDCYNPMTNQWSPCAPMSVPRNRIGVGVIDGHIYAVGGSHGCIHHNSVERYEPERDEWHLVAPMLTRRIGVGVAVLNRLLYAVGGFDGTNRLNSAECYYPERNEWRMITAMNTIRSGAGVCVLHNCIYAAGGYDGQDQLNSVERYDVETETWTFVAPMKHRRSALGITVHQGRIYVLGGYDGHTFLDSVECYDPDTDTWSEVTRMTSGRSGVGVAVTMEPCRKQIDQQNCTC
Arrestin-AP2 inh – inhibitors of beta-arrestin/AP2 binding, primary screen, biochemical, GPCR trafficking, flow cytometry. 340,000 compounds, 0.31% hits. FITC-arrestin peptide / GST-AP2 beads; AP2 beta2 appendage carries R879A mutation. beta-arrestin 1 C-terminal peptide binding to AP2 beta2-adaptin appendage (human). inhibition, % at 10 µM;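 active = inhibition above a set limit, near 3 SD of compounds lacking own fluorescence, cut at about 54% in these data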;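 also: plate controls were DMSO wells for no effect and 5 µM unlabelled arrestin peptide for full effect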
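System: GST-tagged AP2 beta2-adaptin appendage (R879A) on 4 µm glutathione beads / Reagent: FITC-arrestin peptide, 50 nM / Detection: HyperCyt-sampled flow cytometry, FL1 channel, ex 488/em 535 nm / Timing: 12 min plus 1 h, RT / Buffer or medium: PBS plus Tween 20 (0.05%) and BSA (0.1%)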
MOR-DOR ag – agonists of OPRM1-OPRD1 heterodimerization, primary screen, cell-based, luminescence; Mu-type opioid receptor (Homo sapiens) + Delta-type opioid receptor (Homo sapiens), …; cells; activation, % at 9.3 µM; 340,000 compounds, 0.3% hits; AID 504326, 2011; in the data active = activation above about 18%;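 also: 0% = vehicle-treated cells and 100% = reference agonist; values of inactives mirror those of a sister screen read the other way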
RTF Ca sens act – cardiac RTF calcium sensitivity activators, primary screen, biochemical, IANBD-TnC fluorescence, EC20 calcium | IANBD-labeled TnC RTF fluorescence at EC20 calcium; 0% EC20 calcium, 100% full calcium | Troponin I, cardiac muscle (Homo sapiens) + Troponin T, cardiac muscle (Homo sapiens) + … | 340,000 compounds, 0.24% hits | activation, % at 7.2 µM | AID 493008, 2010;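 active = activation above the mean over all tested compounds plus 3 SD, cut at about 30% in these data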;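 also: rise in fluorescence read as greater calcium sensitivity of cardiac thin filaments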
C-LANA FP – inhibitors of KSHV C-LANA binding to DNA, primary screen, biochemical, fluorescence polarization, FAM-LBS DNA, MBP-C-LANA, single point | Kaposi's sarcoma herpesvirus LANA C-terminal domain (residues 932-1162) DNA binding | inhibition, % at 9 µM | 340,000 compounds, 0.078% hits | AID 504423, 2011;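 active = highest replicate inhibition at or above 60% at 9 µM, even if other replicates fall short; inactive = all replicates below 60% inhibition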;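 also: 0% = neutral control wells and 100% = 4 µM acridine orange control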
Cardiac RTF inh – cardiac RTF calcium sensitivity inhibitors, primary screen, biochemical, IANBD-TnC fluorescence, EC70 calcium; IANBD-labeled cardiac RTF, Ca2+ fluorescence; Troponin I, cardiac muscle (Homo sapiens) + Troponin T, cardiac muscle (Homo sapiens) + …; AID 493244, 2011; 340,000 compounds, 0.12% hits; inhibition, % at 7.15 µM;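 active = inhibition above the mean inhibition of all tested compounds plus 3 SD, cut at about 17% in these data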;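 also: assay run at fixed EC70 calcium of 1.6 mM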
Wnt bcat act – Wnt/beta-catenin pathway activators, primary screen, cell-based, plate reader, single point. 300,000 compounds, 1.2% hits. activation, % at 9.35 µM. Wnt/beta-catenin reporter cell assay, activator; in the data active = activation above about 30%, passing the limit was not always enough;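 also: 0% = neutral control wells and 100% = positive control wells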
Pemphigus Ab inh – inhibitors of pemphigus antibody binding to DSG3, primary screen, biochemical, bead-based, flow cytometry, scFv-GFP; Desmoglein-3 (Homo sapiens), P32926; 310,000 compounds, 0.48% hits; DSG3-coupled beads, scFv-anti-DSG3-GFP binding; active compounds read low; binding (percent of control), % at 10 µM;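 active = binding more than 3 SD below its plate's average and above zero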;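 also: hits lower antibody fragment binding to DSG3; some compounds called inactive have numbers as strong as hits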
V-ATPase pHluor – regulators of yeast V-ATPase proton pumping, primary screen, pHLuorin cytosolic pH fluorescence; S. cerevisiae; response, % at 10 µM; 350,000 compounds, 0.37% hits; in the data active = response mostly above about 7.3%, no sharp cut-off; inactive = mostly below about 5.4%; also: actives read high; inactives centre near 0; some compounds called inactive have numbers as strong as hits; reference of the scale not given here
MOR-DOR inv ag – inverse agonists of MOR-DOR heterodimerization, primary screen, cell-based, luminescence; cell-based MOR-DOR heterodimer luminescence, inverse agonism; inhibition, % at 9.3 µM; 340,000 compounds, 0.21% hits; AID 504357, 2011; in the data active = inhibition above about 22%, passing the limit was not always enough;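 also: 0% = cells with DMSO and 100% = wells without cells with DMSO; values of inactives mirror those of a sister screen read the other way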
Numbers without * were called inactive; x = not tested or not shown. Random draw from the library; 3.1% or so of the library scored in one or more.

Start of the data: the first 5 records, ahead of the listing:
Compound	MOR-DOR inv ag	Arrestin-AP2 inh	V-ATPase pHluor	C-LANA FP	RTF Ca sens act	Cardiac RTF inh	Pemphigus Ab inh	Wnt bcat act	Keap1-Nrf2 PPI	MOR-DOR ag
COc1cccc(NS(=O)(=O)NC(=O)c2c[nH]c3ccccc23)c1	8	-10	2	2.1	3	-3	96	-2	4	-1.6
COc1ccc(NC(=O)NNC(=O)C(O)(c2ccccc2)c2ccccc2)cc1	6	0	-1	-0.6	1	-6	113	-1	0	-1.1
Cc1cc(C)c(S(=O)(=O)N2CCN(C(=O)C(C)Cn3cncn3)CC2)c(C)c1 (centres undefined)	15	2	-1	-0.6	0	-1	x	-1	-8	-2.3
O=C(NCCCN1CCOCC1)C(Sc1ccccc1)c1ccccc1 (centres undefined)	-6	2	-2	-0.2	-1	7	116	x	9	1.0
CC(=O)c1cccc(S(=O)(=O)N2CCC(C(=O)Nc3cccc(C(=O)NC4CC4)c3)CC2)c1	13	-6	0	-0.3	2	-8	100	-6	-3	-3.1

All compounds of this part, from the first entry:
Compound	MOR-DOR inv ag	Arrestin-AP2 inh	V-ATPase pHluor	C-LANA FP	RTF Ca sens act	Cardiac RTF inh	Pemphigus Ab inh	Wnt bcat act	Keap1-Nrf2 PPI	MOR-DOR ag
COc1cccc(NS(=O)(=O)NC(=O)c2c[nH]c3ccccc23)c1	8	-10	2	2.1	3	-3	96	-2	4	-1.6
COc1ccc(NC(=O)NNC(=O)C(O)(c2ccccc2)c2ccccc2)cc1	6	0	-1	-0.6	1	-6	113	-1	0	-1.1
Cc1cc(C)c(S(=O)(=O)N2CCN(C(=O)C(C)Cn3cncn3)CC2)c(C)c1 (centres undefined)	15	2	-1	-0.6	0	-1	x	-1	-8	-2.3
O=C(NCCCN1CCOCC1)C(Sc1ccccc1)c1ccccc1 (centres undefined)	-6	2	-2	-0.2	-1	7	116	x	9	1.0
CC(=O)c1cccc(S(=O)(=O)N2CCC(C(=O)Nc3cccc(C(=O)NC4CC4)c3)CC2)c1	13	-6	0	-0.3	2	-8	100	-6	-3	-3.1
CCN(CC)S(=O)(=O)c1ccc2c(c1)c(=O)c(C(=O)NCCc1ccc(OC)c(OC)c1)cn2C	20	-9	-1	0.1	-2	0	104	2	-2	-4.2
CCOC(=O)c1c(C)[nH]c(C(=O)COc2ccc3c(c2)OCO3)c1C	-16	-3	0	-2.6	0	-8	105	x	-2	3.6
CCCc1n[nH]c2c1/C(=N\O)CCC2	24	21	-2	0.2	-7	4	104	-8	-4	-4.5
O=c1c2cc(N3CCOCC3)ccc2[nH]c(=S)n1Cc1ccccn1	26	3	5	0.0	5	-8	x	x	-6	-5.1
CC(c1nccs1)N(C)c1nc2nonc2nc1N(C)C (centres undefined)	17	23	-1	0.6	4	-1	99	-2	1	-3.3

Sorted by molecular weight (ascending): part of the list above
Compound	MOR-DOR inv ag	Arrestin-AP2 inh	V-ATPase pHluor	C-LANA FP	RTF Ca sens act	Cardiac RTF inh	Pemphigus Ab inh	Wnt bcat act	Keap1-Nrf2 PPI	MOR-DOR ag
CCCc1n[nH]c2c1/C(=N\O)CCC2	24	21	-2	0.2	-7	4	104	-8	-4	-4.5
O=c1c2cc(N3CCOCC3)ccc2[nH]c(=S)n1Cc1ccccn1	26	3	5	0.0	5	-8	x	x	-6	-5.1
COc1ccc(NC(=O)NNC(=O)C(O)(c2ccccc2)c2ccccc2)cc1	6	0	-1	-0.6	1	-6	113	-1	0	-1.1

New compounds follow.
Compound	MOR-DOR inv ag	Arrestin-AP2 inh	V-ATPase pHluor	C-LANA FP	RTF Ca sens act	Cardiac RTF inh	Pemphigus Ab inh	Wnt bcat act	Keap1-Nrf2 PPI	MOR-DOR ag
Cc1nnc(SCC(=O)N2N=C(c3ccc(Cl)cc3)CC2c2ccco2)[nH]c1=O (centres undefined)	-4	3	4	-0.9	9	5	116	2	-5	0.8
CCN(C[C@H]1N[C@@](C)(C(=O)OC)[C@H]2C(=O)N(Cc3ccccc3)C(=O)[C@@H]12)C(=O)Nc1ccccc1	2	5	-1	0.1	-4	3	103	4	-4	-0.4
CCOC(=O)Nc1ccc2nc3n(c(=O)c2c1)CCCCC3	3	3	0	1.8	-5	-22	96	1	-6	-0.7
Cn1c(C(=O)NCc2ccco2)cc2c(=O)[nH]c3ccccc3c21	10	13	2	-2.1	1	-4	99	-2	0	-1.8
CC(=O)Nc1ccc(CN2CCCN(C)CC2)cc1	8	-2	-3	0.0	4	-4	107	-1	-3	-1.5
Nc1ccc2c(c1)C(=O)N(CC1CCCO1)C2=O (centres undefined)	10	1	1	1.8	10	10	107	x	0	-1.8
O=C(NCC(=O)N1CCN(c2ccccc2)CC1)c1ccc(Br)o1	3	-2	0	2.5	-1	3	113	-1	1	-1.1
CCOc1ccccc1NC(=O)C1(S(=O)(=O)c2ccc(Cl)cc2)CC1	-21	1	-3	-1.5	2	-5	x	-1	-3	3.4
C[C@@H]1COC(=O)[C@@H](Cc2ccc(F)cc2)CC/C=C\C[C@@H](CC(=O)NCCO)C(=O)N1	11	-6	1	3.2	1	1	99	-2	4	-1.9
CCOCCN1CCN(c2c(C)c(C)nc3cc(-c4cc(OC)cc(OC)c4)nn23)CC1	7	-5	3	-0.3	-1	-2	101	-8	5	-1.3
COc1ccc(-c2cc(-c3ccc(Br)cc3)nc3ncnn23)cc1OC	-14	4	-8	1.1	0	7	87	-1	1	2.6
COc1ccc(OCc2cc(C(=O)NCCCc3ccccc3)no2)c(Cl)c1	13	0	4	-1.2	-8	-3	108	3	-2	-2.6
Cc1ccc(-c2csc3nc(SCC(N)=O)n(Cc4ccccc4)c(=O)c23)cc1	10	18	-4	0.2	0	6	100	-3	0	-1.7
Cn1c(O)c(N=Nc2ccccc2[N+](=O)[O-])c2ccccc21	12	11	-2	-2.1	-3	-5	94	4	2	-2.7
O=C(c1cc(COc2ccc(F)cc2Cl)on1)N1CCc2ccccc2C1	-41	8	1	-1.2	12	12	105	4	-2	8.1

Reprinted at random: two records from the list
Compound	MOR-DOR inv ag	Arrestin-AP2 inh	V-ATPase pHluor	C-LANA FP	RTF Ca sens act	Cardiac RTF inh	Pemphigus Ab inh	Wnt bcat act	Keap1-Nrf2 PPI	MOR-DOR ag
COc1ccc(OCc2cc(C(=O)NCCCc3ccccc3)no2)c(Cl)c1	13	0	4	-1.2	-8	-3	108	3	-2	-2.6
O=C(c1cc(COc2ccc(F)cc2Cl)on1)N1CCc2ccccc2C1	-41	8	1	-1.2	12	12	105	4	-2	8.1

Screens from PubChem.
